NOD2 RIPK2 PPI – blocks binding of human NOD2 to RIPK2; hit rate 0.38% among 360,000; inhibition, % at 4.98 µM; O43353; CHO BLA complementation NOD2-RIPK2, CCF4 ratio; in the data active = inhibition above about 21%;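 note: 0% = vehicle only and 100% = reference blocker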
ABCB6 inh 2 – blocks the human ABCB6 transporter; Q9NP58; K562-ABCB6 porphyrin accumulation, flow cytometry, 1 h; stronger effect = lower value; fluorescence ratio to DMSO, % at 10 µM; hit rate 0.19% among 360,000;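 active = fluorescence ratio to DMSO below 75%, the collection mean minus 3 SD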;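 note: signal is porphyrin accumulated inside mitochondria; 100% equals median channel fluorescence of DMSO control wells; lower ratio means ABCB6 inhibition with less porphyrin fluorescence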
ABHD5 PLIN5 PPI – blocks binding of human ABHD5 to perilipin-5 | AID 602281 | hit rate 0.78% among 360,000 | Q00G26+Q8WTS1 | Split G. princeps luciferase complementation, luminescence, 4 h | inhibition, % at 4 µM;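 active = inhibition above the mean inhibition across every tested compound plus 3 SD, cut at about 22% in these data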;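 note: 0% = DMSO only wells and the 100% control is not disclosed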
N-glyco inh – blocks N-linked glycosylation in D54 reporter cells. hit rate 0.23% among 360,000. reporter increase, % at 12.5 µM. D54 ERlucT glycosylation luciferase reporter, 24 h; percent of 100 nM tunicamycin response;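 active = mean luciferase reporter signal, scaled so untreated is 0 and the glycosylation-blocking control 100, at or above a set limit in every replicate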;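 note: luciferase carries N-glycosylation sites so blocking glycosylation raises the light; 0% = median of neutral control wells and 100% = median of 100 nM tunicamycin wells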
Granule exo inh – blocks lytic granule exocytosis; TALL-104 LAMP-1 surface exposure, flow cytometry; cells stimulated with thapsigargin and PMA; inhibition, % at 10 µM; hit rate 0.66% among 360,000;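 active = inhibition above about 55%, limit read from the data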
Vif imaging – blocks HIV Vif function. AID 602346. HEK293T cells, Vif self-association by quenched fluorescence, imaging, 24 h. hit rate 0.35% among 340,000. inhibition, % at 7.49 µM; in the data active = inhibition above about 50%, passing the limit was not always enough; note: some results filed as inactive read as strong as hits
MC4R antagonist – blocks human MC4R cAMP signaling; P32245; inhibition, % at 6.5 µM; AID 540295; hit rate 0.48% among 360,000; MC4R-expressing cells, MTII-stimulated cAMP, LANCE TR-FRET;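 active = inhibition above its plate's cutoff, the mean of tested wells on that plate plus 3 SD, cut at about 29% in these data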;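 note: 0% = Melanotan II alone and 100% = Melanotan II plus saturating MCL0020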
Target sequence (P32245 whole entry, looked up): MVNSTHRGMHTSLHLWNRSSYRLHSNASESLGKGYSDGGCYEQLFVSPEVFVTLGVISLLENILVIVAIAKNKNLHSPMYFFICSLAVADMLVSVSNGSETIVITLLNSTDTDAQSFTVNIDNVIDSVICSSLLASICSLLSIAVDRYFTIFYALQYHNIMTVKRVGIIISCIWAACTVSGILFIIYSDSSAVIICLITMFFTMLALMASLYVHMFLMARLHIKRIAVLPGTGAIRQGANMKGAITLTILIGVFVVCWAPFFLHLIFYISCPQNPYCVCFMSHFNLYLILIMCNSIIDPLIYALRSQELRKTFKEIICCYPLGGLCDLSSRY
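System: U2OS-MC4R stable cell line; Technique: Eu-cAMP/anti-cAMP TR-FRET, emission 671 nm; Repeats: single well per compound; Also added: Melanotan II; Dosing: one concentration, 6.5 µM nominal; Schedule: 30-min compound, 1-h challenge, 1-h detection, room temperature.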
MC4R ag barr – activates human MC4R beta-arrestin recruitment; P32245; U2OS MC4R beta-arrestin complementation, luminescence; percent of melanotan II response, DMSO zero; activation, % at 8.9 µM; hit rate 0.98% among 360,000; AID 540308;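 active = activation above a per-plate cutoff, the mean activation of sample wells on that plate plus 3 SD, cut at about 8% in these data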
TLR9-MyD88 inh – TLR9-MyD88 interaction inhibition; AID 504734; hit rate 0.21% among 340,000; inhibition, % at 4.98 µM; CHO BLA complementation TLR9-MyD88, CCF4 FRET ratio; Q9NR96+Q99836;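 active = inhibition above the mean over all tested compounds plus 3 SD, cut at about 21% in these data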;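 note: 0% = DMSO only wells and 100% = clavulanate BLA inhibitor control wells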
aDG glyco up – increases alpha dystroglycan glycosylation; Pro5-aDG cells, alpha-DG glycosylation AlphaScreen (IIH6); 0% Pro5, 100% B10-LARGE cell signal; activation, % at 10 µM; hit rate 0.22% among 360,000; AID 624168;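 active = activation of at least 8% versus controls, or a plate z-score of at least 8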;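 note: Pro5 are CHO cells carrying HIG-tagged alpha-DG that lacks glycosylation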
* marks the source's active call; other numbers are inactive results; · = not tested or not shown. This is a subset, so the mix of outcomes need not match the whole.

SMILES	NOD2 RIPK2 PPI	ABCB6 inh 2	ABHD5 PLIN5 PPI	N-glyco inh	Granule exo inh	Vif imaging	MC4R antagonist	MC4R ag barr	TLR9-MyD88 inh	aDG glyco up
CC(c1ccon1)N(C)C(=O)CCc1nnc(C2(c3ccc(Cl)cc3)CCC2)o1 (configuration not stated)	-3	95	3	3	-3	-4	-5	-2.3	-4	0.0
COc1cc(C)ccc1OCCCOc1cc(C)ccc1Cl	-8	107	-8	2	-12	3	2	1.6	-6	0.1
CCC(C)NC(=O)c1cccc(C)c1 (configuration not stated)	3	100	0	13	1	-1	-5	0.9	5	0.0
COc1cccc(Oc2ccc3nnc(C(F)(F)F)n3n2)c1	-10	97	7	1	0	7	-9	2.5	11	0.4
Nc1nc(CSc2nc3ccccc3[nH]2)cs1	-13	121	-22	0	0	-1	-1	1.7	-7	-0.2
CCOC(=O)c1c(C)[nH]c(C(=O)OCC(=O)N2CCN(S(=O)(=O)c3ccccc3)CC2)c1C	-4	101	1	-6	5	-2	3	0.6	-9	-0.3
CCOC(=O)Cc1nn2c(=O)cc(C)nc2s1	1	103	3	1	3	4	0	2.3	4	0.1
Cc1cc(C)n2nc(C(=O)Nc3cccc(S(=O)(=O)N(C)c4ccccc4)c3)nc2n1	-4	97	0	2	0	-2	9	-1.6	1	-0.1
Cc1cc(C(=O)Nn2c(-c3ccc(Br)cc3)nc3ccccc3c2=O)ccc1[N+](=O)[O-]	8	98	-1	-1	-2	10	7	0.7	-10	0.6
O=C(O)C(Cc1ccc(O)cc1)N1C(=O)c2ccccc2C1=O (configuration not stated)	-5	98	-8	2	10	39	3	-2.3	-8	0.1
Cc1cc(NC(=O)C2(c3ccccc3)CCCC2)no1	-6	96	-1	1	0	-4	17	-1.2	1	-0.1
FC(F)(F)C(Oc1nc(NC2CCCCC2)nc(N2CCOCC2)n1)C(F)(F)F	0	95	4	0	4	·	13	0.1	7	0.1
O=C(NCC1CCCCC1)C1CCC(=O)N(CCc2cccc(F)c2)C1 (configuration not stated)	-1	103	1	1	-3	-9	1	-2.3	-2	0.4
CCc1ccccc1Nc1nc(N)nc(COC(=O)C2CCN(C(=O)c3ccc(F)cc3)CC2)n1	0	97	1	-1	-2	-6	0	-1.6	-1	0.2
CCOC(=O)c1c(NC(C)=O)sc2c(OCC(O)CNC(C)(C)C)c(Br)ccc12 (configuration not stated)	11	101	7	7	24	-13	9	3.0	-3	-0.9
COC(=O)c1cc(C#N)c(NCc2ccc(Cl)cc2Cl)nc1C	0	196	1	0	-10	·	12	1.4	-21	0.2
CC(C)(C)OC(=O)N[C@H]1C=C[C@H](OC(=O)CC(=O)OCC(F)(F)F)C1	0	99	-1	3	0	-1	11	0.3	-1	-0.1
CCOC(=O)c1sc(NC(=O)CSc2nc3c(cc2C#N)CCCCC3)c(C#N)c1C	-7	99	6	0	-4	-4	4	-1.8	4	0.3
O=C(CSc1ccncc1)Nc1ccc2ccccc2c1	2	102	5	3	-3	-8	1	-0.7	7	1.0
O=C(Cn1cnc2cc([N+](=O)[O-])ccc2c1=O)NCCc1ccc(F)cc1	-14	99	1	1	-1	14	0	-0.7	-10	0.4

Given with each value named: part of the list above.
SMILES: Cc1cc(C(=O)Nn2c(-c3ccc(Br)cc3)nc3ccccc3c2=O)ccc1[N+](=O)[O-]
  NOD2 RIPK2 PPI = 8
  ABCB6 inh 2 = 98
  ABHD5 PLIN5 PPI = -1
  N-glyco inh = -1
  Granule exo inh = -2
  Vif imaging = 10
  MC4R antagonist = 7
  MC4R ag barr = 0.7
  TLR9-MyD88 inh = -10
  aDG glyco up = 0.6

SMILES: O=C(O)C(Cc1ccc(O)cc1)N1C(=O)c2ccccc2C1=O (configuration not stated)
  NOD2 RIPK2 PPI = -5
  ABCB6 inh 2 = 98
  ABHD5 PLIN5 PPI = -8
  N-glyco inh = 2
  Granule exo inh = 10
  Vif imaging = 39
  MC4R antagonist = 3
  MC4R ag barr = -2.3
  TLR9-MyD88 inh = -8
  aDG glyco up = 0.1

Four entries from above, field by field.
CCOC(=O)Cc1nn2c(=O)cc(C)nc2s1
  NOD2 RIPK2 PPI: 1; ABCB6 inh 2: 103; ABHD5 PLIN5 PPI: 3; N-glyco inh: 1; Granule exo inh: 3; Vif imaging: 4; MC4R antagonist: 0; MC4R ag barr: 2.3; TLR9-MyD88 inh: 4; aDG glyco up: 0.1
Nc1nc(CSc2nc3ccccc3[nH]2)cs1
  NOD2 RIPK2 PPI: -13; ABCB6 inh 2: 121; ABHD5 PLIN5 PPI: -22; N-glyco inh: 0; Granule exo inh: 0; Vif imaging: -1; MC4R antagonist: -1; MC4R ag barr: 1.7; TLR9-MyD88 inh: -7; aDG glyco up: -0.2
CCOC(=O)c1sc(NC(=O)CSc2nc3c(cc2C#N)CCCCC3)c(C#N)c1C
  NOD2 RIPK2 PPI: -7; ABCB6 inh 2: 99; ABHD5 PLIN5 PPI: 6; N-glyco inh: 0; Granule exo inh: -4; Vif imaging: -4; MC4R antagonist: 4; MC4R ag barr: -1.8; TLR9-MyD88 inh: 4; aDG glyco up: 0.3
CCOC(=O)c1c(C)[nH]c(C(=O)OCC(=O)N2CCN(S(=O)(=O)c3ccccc3)CC2)c1C
  NOD2 RIPK2 PPI: -4; ABCB6 inh 2: 101; ABHD5 PLIN5 PPI: 1; N-glyco inh: -6; Granule exo inh: 5; Vif imaging: -2; MC4R antagonist: 3; MC4R ag barr: 0.6; TLR9-MyD88 inh: -9; aDG glyco up: -0.3

Remaining list, next part:
SMILES	NOD2 RIPK2 PPI	ABCB6 inh 2	ABHD5 PLIN5 PPI	N-glyco inh	Granule exo inh	Vif imaging	MC4R antagonist	MC4R ag barr	TLR9-MyD88 inh	aDG glyco up
CCCN1CCN(C(=O)c2ccc(-c3ccc([N+](=O)[O-])cc3)o2)CC1	-11	100	-2	0	-4	3	-3	-2.0	-15	0.2
O=[N+]([O-])c1cc(N=Nc2ccc3ccccc3c2)ccc1O	-4	97	-2	-4	21	15	4	-0.6	-7	0.0
NC(=O)Cc1ccc(C(=O)c2ccccc2)s1	-20	103	-4	-1	2	11	-3	0.0	-7	0.1
COc1cc(C=O)ccc1OCCOCCOc1ccc(Cl)cc1Cl	-1	93	-2	0	6	-3	4	0.9	-6	0.4
